High-throughput results (PubChem)
CRFBP-R2 block: antagonists of CRF-binding protein/CRF-R2 receptor complex. 350,000 tested, 0.59% active. HEK293 CRF-R2/CRF-BP, CRF-induced calcium fluorescence. AID 588475. inhibition, % at 11.8 µM;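 active = inhibition of the ligand-induced calcium signal above about 50% at the single tested concentration, limit read from the data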
MEKK2wt PB1 HTS: raises or lowers MEK5 binding to wildtype human MEKK2 PB1 domain. binding response (% of control), % at 10 µM. AID 1531. Q9Y2U5. 290,000 tested, 1.1% active. bead flow cytometry, Alexa488-MEK5 binding to MEKK2 WT; actives lie on both sides; in the data active = binding response below about 67% or above about 130%
MEKK3 PB1 HTS: modulators (inhibitors or enhancers) of MEK5 binding to human MEKK3 PB1 domain | Q99759 | bead-based flow cytometry, Alexa488-MEK5 binding to MEKK3; actives lie on both sides; 0 = blocked by unlabeled MEK5, 100 = vehicle | binding response (% of control), % at 10 µM | 290,000 tested, 1.4% active;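 active = binding response more than 3 SD above or below the average of its plate-row segment, actives on both sides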;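 note: Alexa488 bead fluorescence after subtracting the streptavidin-only scavenger bead signal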
Target sequence (Q99759 whole entry, looked up, the tested form may be a part): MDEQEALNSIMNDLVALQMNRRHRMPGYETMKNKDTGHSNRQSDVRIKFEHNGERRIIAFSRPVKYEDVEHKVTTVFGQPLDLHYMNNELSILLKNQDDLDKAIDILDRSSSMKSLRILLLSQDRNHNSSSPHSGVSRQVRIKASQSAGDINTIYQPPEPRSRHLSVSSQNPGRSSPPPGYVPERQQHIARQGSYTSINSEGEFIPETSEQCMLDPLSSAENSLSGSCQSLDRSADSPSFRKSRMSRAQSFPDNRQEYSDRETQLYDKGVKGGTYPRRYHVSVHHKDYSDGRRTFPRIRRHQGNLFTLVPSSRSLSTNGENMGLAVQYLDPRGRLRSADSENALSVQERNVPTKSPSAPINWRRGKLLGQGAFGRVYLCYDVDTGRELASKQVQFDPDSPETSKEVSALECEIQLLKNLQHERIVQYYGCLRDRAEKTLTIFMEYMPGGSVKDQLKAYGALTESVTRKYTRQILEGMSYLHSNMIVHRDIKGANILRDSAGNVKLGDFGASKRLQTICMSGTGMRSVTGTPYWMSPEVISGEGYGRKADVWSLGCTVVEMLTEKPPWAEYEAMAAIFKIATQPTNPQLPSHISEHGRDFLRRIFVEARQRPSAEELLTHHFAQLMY
MEKK2 mut-MEK5: signal of MEK5 binding to mutant human MEKK2 PB1 domain; AID 1530; 290,000 tested, 0.35% active; percent response, % at 10 µM; bead flow cytometry, Alexa488-MEK5 binding to MEKK2 mutant; in the data active = percent response above about 24%, passing the limit was not always enough; note: inactives centre near 1; some results filed as inactive read as strong as hits
FID counter: displaces DNA intercalator in HCV helicase counter-screen. DNA fluorescent intercalator displacement, fluorescence. inhibition, % at 7.9 µM. 290,000 tested, 0.17% active; in the data active = inhibition above about 37%;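 note: 0% = vehicle and 100% = reference compound; higher means more ethidium bromide displaced from hairpin DNA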
CRFR2-BP ag: agonists of human CRF-binding protein/CRF-R2 receptor complex; HEK293 CRF-R2/CRF-BP, calcium dye fluorescence (FLIPR); percent of saturating CRF peptide response; 350,000 tested, 0.46% active; activation, % at 13.2 µM; AID 588473;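 active = activation of at least 50%, plus an integration ratio under a set limit after plate pattern correction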;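 note: plate controls were neutral control wells without compound for no effect and CRF at EC100 for full effect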
GalR3 antagonist: antagonists of human GalR3; 360,000 tested, 0.44% active; O60755; HEK293 GalR3-CNG cAMP membrane potential fluorescence; galR3 body fused to GalR1 C-terminus; inhibition, % at 3 µM;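 active = inhibition above the screen-wide average plus 3 SD, cut at about 13% in these data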;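 note: forskolin and galanin both at EC90 stimulate the cells; cAMP rise reported by CNG channel membrane potential dye signal; 0% = forskolin plus galanin with DMSO and 100% = forskolin alone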
Target sequence (O60755 1-299 limits assumed): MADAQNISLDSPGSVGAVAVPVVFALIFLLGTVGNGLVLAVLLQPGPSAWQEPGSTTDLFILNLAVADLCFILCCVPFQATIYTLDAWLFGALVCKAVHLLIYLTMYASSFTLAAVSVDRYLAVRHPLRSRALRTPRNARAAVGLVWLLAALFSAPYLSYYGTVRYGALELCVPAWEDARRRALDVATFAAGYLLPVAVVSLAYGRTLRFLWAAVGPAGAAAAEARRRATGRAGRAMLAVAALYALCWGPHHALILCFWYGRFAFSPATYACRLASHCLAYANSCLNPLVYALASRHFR
SUMO HTRF inh: blocks human SUMOylation mediated by UBC9; inhibition, % at 35 µM; 290,000 tested, 0.36% active; P63279; HTRF SUMOylation assay, SAE1/SAE2 + UBC9, in vitro; in the data active = inhibition above about 50%, passing the limit was not always enough; note: strong numbers were not always called active
Target sequence (P63279 whole entry, looked up): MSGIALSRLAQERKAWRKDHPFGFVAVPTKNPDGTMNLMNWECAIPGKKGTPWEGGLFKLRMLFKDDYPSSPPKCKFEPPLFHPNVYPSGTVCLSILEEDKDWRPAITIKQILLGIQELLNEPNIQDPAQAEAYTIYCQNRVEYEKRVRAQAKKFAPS
HCV NS3 hel inh: HCV NS3 helicase inhibition; NS3 helicase DNA unwinding, Cy5 molecular beacon fluorescence; inhibition, % at 10.9 µM; 290,000 tested, 0.56% active; AID 1800;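 active = inhibition above the mean of all tested compounds plus 3 SD, set per campaign, cut at about 35% in these data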;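 note: 0% = DMSO wells and 100% = thioflavine S control wells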
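System: HCV NS3 helicase fragment; control set: DMSO and thioflavine S; technique: Cy5 fluorescence at 0 and 60 min, beacon hairpin quenching; reagent: beacon DNA duplex substrate plus ATP; replicates: singlicate; schedule: 1 h reaction at 25 °C, ATP-initiated; medium: MOPS buffer pH 6.5 with MgCl2, DTT, Tween20, BSA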
The depositor's hits bear a star.

Results for COCCn1nnnc1C(c1cc2ccc(OC)cc2[nH]c1=O)N1CCN(C2CCCCC2)CC1 (stereo not drawn) ?
CRFBP-R2 block: 9; MEKK2wt PB1 HTS: 102; MEKK3 PB1 HTS: 99; MEKK2 mut-MEK5: 2; FID counter: -1; CRFR2-BP ag: 1.2; GalR3 antagonist: -5; SUMO HTRF inh: 0; HCV NS3 hel inh: -11

How did CCOc1ccc(NC(=O)CCc2c(C)nn(-c3ccc(N4CCCCC4)nn3)c2C)cc1 do in these assays?
CRFBP-R2 block: 3; MEKK2wt PB1 HTS: 101; MEKK3 PB1 HTS: 97; MEKK2 mut-MEK5: 0; FID counter: -48; CRFR2-BP ag: 0.5; GalR3 antagonist: 4; SUMO HTRF inh: 6; HCV NS3 hel inh: -25

How did CCn1c(SCC(=O)N2CCCc3ccccc32)nc2cccnc21 do in these assays?
CRFBP-R2 block: -1; MEKK2wt PB1 HTS: 97; MEKK3 PB1 HTS: 93; MEKK2 mut-MEK5: -3; FID counter: -23; CRFR2-BP ag: -0.4; GalR3 antagonist: -6; SUMO HTRF inh: 9; HCV NS3 hel inh: 1

What do the screens show for `CCOC(=O)C1CCN(c2ncnc3c2cnn3-c2ccc(Cl)cc2)CC1`?
CRFBP-R2 block: 8; MEKK2wt PB1 HTS: 53; MEKK3 PB1 HTS: 59; MEKK2 mut-MEK5: -3; FID counter: 0; CRFR2-BP ag: 0.2; GalR3 antagonist: -10; SUMO HTRF inh: 8; HCV NS3 hel inh: 4

Results for O=C(CCC1CCCC1)NCCCNC(=O)CCC1CCCC1 ?
CRFBP-R2 block: 4; MEKK2wt PB1 HTS: 101; MEKK3 PB1 HTS: 94; MEKK2 mut-MEK5: 5; FID counter: -31; CRFR2-BP ag: -0.5; GalR3 antagonist: -5; SUMO HTRF inh: 12; HCV NS3 hel inh: -3

Results for Cc1ccc(S(=O)(=O)/N=C2/NC(=O)/C(=C\c3ccco3)S2)cc1 ?
CRFBP-R2 block: 34; FID counter: -21; CRFR2-BP ag: 1.4; GalR3 antagonist: -5; SUMO HTRF inh: 4; HCV NS3 hel inh: 38*

Results for COc1cc(C(=O)N(Cc2ccccc2)c2cccc(C)c2)ccc1OC(F)F ?
CRFBP-R2 block: 26; MEKK2wt PB1 HTS: 100; MEKK3 PB1 HTS: 103; MEKK2 mut-MEK5: 2; FID counter: -45; CRFR2-BP ag: 1.2; GalR3 antagonist: -4; SUMO HTRF inh: -21; HCV NS3 hel inh: -5

What do the screens show for `O=C(O)COc1ccc(Nc2ccccc2)cc1`?
CRFBP-R2 block: 0; MEKK2wt PB1 HTS: 100; MEKK3 PB1 HTS: 101; MEKK2 mut-MEK5: 2; FID counter: 0; CRFR2-BP ag: -1.7; GalR3 antagonist: 0; SUMO HTRF inh: 25; HCV NS3 hel inh: 3

How did O=C(Cn1c(=O)n(Cc2ccco2)c(=O)c2c3c(sc21)CCCCC3)c1ccccc1 do in these assays?
CRFBP-R2 block: -61; MEKK2wt PB1 HTS: 92; MEKK3 PB1 HTS: 99; MEKK2 mut-MEK5: 4; FID counter: -37; CRFR2-BP ag: -4.9; SUMO HTRF inh: 20; HCV NS3 hel inh: 26

Results for Cc1ccc2cc(CCNC(=O)c3ccc(C)c([N+](=O)[O-])c3)c(=O)[nH]c2c1 ?
CRFBP-R2 block: 15; MEKK2wt PB1 HTS: 105; MEKK3 PB1 HTS: 106; MEKK2 mut-MEK5: 2; FID counter: -4; CRFR2-BP ag: 0.4; GalR3 antagonist: 8; SUMO HTRF inh: -4; HCV NS3 hel inh: -6

How did CCC(=O)N1CCc2cc(S(=O)(=O)NCCN3CCC(C)CC3)ccc21 do in these assays?
CRFBP-R2 block: -25; MEKK2wt PB1 HTS: 105; MEKK3 PB1 HTS: 105; MEKK2 mut-MEK5: 8; FID counter: 2; CRFR2-BP ag: 0.6; GalR3 antagonist: 2; SUMO HTRF inh: 0; HCV NS3 hel inh: 4

Results for Cn1nc(C(F)(F)F)c(/C=N/OC(=O)c2ccccc2Cl)c1SCc1ccc(Cl)cc1 ?
CRFBP-R2 block: -10; MEKK2wt PB1 HTS: 103; MEKK3 PB1 HTS: 102; MEKK2 mut-MEK5: 1; FID counter: 0; CRFR2-BP ag: 0.4; GalR3 antagonist: -4; SUMO HTRF inh: -17; HCV NS3 hel inh: 0

Results for O=C(NCc1ccccn1)C(=O)NCC1OCCN1S(=O)(=O)c1ccc(Br)cc1 (stereo not drawn) ?
CRFBP-R2 block: -12; MEKK2wt PB1 HTS: 101; MEKK3 PB1 HTS: 99; MEKK2 mut-MEK5: 0; FID counter: -28; CRFR2-BP ag: -0.9; GalR3 antagonist: -2; SUMO HTRF inh: 4; HCV NS3 hel inh: 0

How did O=C1Nc2ccc(F)cc2C12Nc1ccccc1-c1nnc(SCc3ccccc3F)nc1O2 (stereo not drawn) do in these assays?
CRFBP-R2 block: -10; MEKK2wt PB1 HTS: 95; MEKK3 PB1 HTS: 100; MEKK2 mut-MEK5: 1; FID counter: -10; CRFR2-BP ag: -3.0; GalR3 antagonist: -2; SUMO HTRF inh: 14; HCV NS3 hel inh: 22

Results for O=C(C1CCN(c2nnc(-n3cccc3)s2)CC1)N1CCOCC1 ?
CRFBP-R2 block: 7; MEKK2wt PB1 HTS: 104; MEKK3 PB1 HTS: 109; MEKK2 mut-MEK5: 13; FID counter: -11; CRFR2-BP ag: 0.9; GalR3 antagonist: -1; SUMO HTRF inh: 2; HCV NS3 hel inh: 0

How did COCCn1cnc2c1c(=O)n(CC(=O)c1ccc3c(c1)OCCO3)c(=O)n2Cc1ccccc1 do in these assays?
CRFBP-R2 block: 15; MEKK2wt PB1 HTS: 99; MEKK3 PB1 HTS: 100; MEKK2 mut-MEK5: -2; FID counter: -6; CRFR2-BP ag: -1.4; GalR3 antagonist: 2; SUMO HTRF inh: 18; HCV NS3 hel inh: -5

How did O=C(N/N=C/c1ccc2cccc(OCc3ccccc3)c2n1)c1ccc(Cl)cc1 do in these assays?
CRFBP-R2 block: -7; MEKK2wt PB1 HTS: 103; MEKK3 PB1 HTS: 108; MEKK2 mut-MEK5: 1; FID counter: -12; CRFR2-BP ag: 3.0; GalR3 antagonist: -4; SUMO HTRF inh: 14; HCV NS3 hel inh: -2

What do the screens show for `COC1=C/C(=C/c2c(N)n3c(nc2=O)sc2cc(S(C)(=O)=O)ccc23)C=CC1=O`?
CRFBP-R2 block: -87; MEKK2wt PB1 HTS: 103; MEKK3 PB1 HTS: 110; MEKK2 mut-MEK5: 1; FID counter: -16; CRFR2-BP ag: 96*; GalR3 antagonist: -4; SUMO HTRF inh: 16; HCV NS3 hel inh: 13

How did COc1ccc(/C=C/C(=O)N2CCN(c3ccccn3)CC2)c(OC)c1OC do in these assays?
CRFBP-R2 block: 5; MEKK2wt PB1 HTS: 101; MEKK3 PB1 HTS: 104; MEKK2 mut-MEK5: 2; FID counter: -31; CRFR2-BP ag: -0.2; GalR3 antagonist: 0; SUMO HTRF inh: -6; HCV NS3 hel inh: -8

How did O=C(COC(=O)c1cccc(NS(=O)(=O)c2ccc(F)c(F)c2)c1)NC(=O)NC1CCCC1 do in these assays?
CRFBP-R2 block: -17; MEKK2wt PB1 HTS: 100; MEKK3 PB1 HTS: 100; MEKK2 mut-MEK5: 1; FID counter: -15; CRFR2-BP ag: -9.3; GalR3 antagonist: -1; SUMO HTRF inh: 0; HCV NS3 hel inh: -14

Among those listed so far, 2 contain a furan ring, fused or not:
Results for Cc1ccc(S(=O)(=O)/N=C2/NC(=O)/C(=C\c3ccco3)S2)cc1 ?
CRFBP-R2 block: 34; FID counter: -21; CRFR2-BP ag: 1.4; GalR3 antagonist: -5; SUMO HTRF inh: 4; HCV NS3 hel inh: 38*

How did O=C(Cn1c(=O)n(Cc2ccco2)c(=O)c2c3c(sc21)CCCCC3)c1ccccc1 do in these assays?
CRFBP-R2 block: -61; MEKK2wt PB1 HTS: 92; MEKK3 PB1 HTS: 99; MEKK2 mut-MEK5: 4; FID counter: -37; CRFR2-BP ag: -4.9; SUMO HTRF inh: 20; HCV NS3 hel inh: 26

Returning to the listing with the 2 entries that preceded the break.
How did COc1ccc(/C=C/C(=O)N2CCN(c3ccccn3)CC2)c(OC)c1OC do in these assays?
CRFBP-R2 block: 5; MEKK2wt PB1 HTS: 101; MEKK3 PB1 HTS: 104; MEKK2 mut-MEK5: 2; FID counter: -31; CRFR2-BP ag: -0.2; GalR3 antagonist: 0; SUMO HTRF inh: -6; HCV NS3 hel inh: -8

How did O=C(COC(=O)c1cccc(NS(=O)(=O)c2ccc(F)c(F)c2)c1)NC(=O)NC1CCCC1 do in these assays?
CRFBP-R2 block: -17; MEKK2wt PB1 HTS: 100; MEKK3 PB1 HTS: 100; MEKK2 mut-MEK5: 1; FID counter: -15; CRFR2-BP ag: -9.3; GalR3 antagonist: -1; SUMO HTRF inh: 0; HCV NS3 hel inh: -14

Results for COc1ccc(CNc2nc3c(c(C(F)(F)F)n2)CCCCC3)cc1 ?
MEKK2wt PB1 HTS: 112; MEKK3 PB1 HTS: 108; MEKK2 mut-MEK5: 2; FID counter: -7; SUMO HTRF inh: -14; HCV NS3 hel inh: 0

Results for COc1ccc(C2(O)CCN(CC(=O)Nc3nc(-c4ccccc4)cs3)CC2)cc1 ?
CRFBP-R2 block: -6; MEKK2wt PB1 HTS: 111; MEKK3 PB1 HTS: 103; MEKK2 mut-MEK5: 0; FID counter: -2; CRFR2-BP ag: 0.1; GalR3 antagonist: -1; SUMO HTRF inh: -7; HCV NS3 hel inh: -34

How did CCOC(=O)c1c(C)c(C(=O)NCc2ccco2)c(C)n1C do in these assays?
CRFBP-R2 block: -2; MEKK2wt PB1 HTS: 97; MEKK3 PB1 HTS: 96; MEKK2 mut-MEK5: -4; FID counter: -7; CRFR2-BP ag: -1.5; GalR3 antagonist: -8; SUMO HTRF inh: 14; HCV NS3 hel inh: 2

How did COc1ccc(N2CC(C(=O)OCC(=O)Nc3cccc(C)c3)CC2=O)cc1 (stereo not drawn) do in these assays?
CRFBP-R2 block: 11; MEKK2wt PB1 HTS: 99; MEKK3 PB1 HTS: 100; MEKK2 mut-MEK5: -2; FID counter: -22; CRFR2-BP ag: -1.7; GalR3 antagonist: -3; SUMO HTRF inh: 0; HCV NS3 hel inh: -7

What do the screens show for `CC1=NN(Cc2ccccc2)C(=O)C1`?
CRFBP-R2 block: -1; MEKK2wt PB1 HTS: 90; MEKK3 PB1 HTS: 87; MEKK2 mut-MEK5: -5; FID counter: -12; CRFR2-BP ag: -2.3; GalR3 antagonist: -9; SUMO HTRF inh: 17; HCV NS3 hel inh: -5

Results for Cc1cccc(C)c1NC(=O)Nc1cccs1 ?
CRFBP-R2 block: 14; MEKK2wt PB1 HTS: 101; MEKK3 PB1 HTS: 98; MEKK2 mut-MEK5: 4; FID counter: -4; CRFR2-BP ag: 2.6; GalR3 antagonist: -4; SUMO HTRF inh: 5; HCV NS3 hel inh: 1

Results for CSCCC(=O)N1CCC(n2nccc2NC(=O)CCCc2ccccc2)CC1 ?
CRFBP-R2 block: 1; MEKK2wt PB1 HTS: 100; MEKK3 PB1 HTS: 99; MEKK2 mut-MEK5: 7; FID counter: -39; CRFR2-BP ag: 0.0; GalR3 antagonist: -2; SUMO HTRF inh: 19; HCV NS3 hel inh: 21

Not all compounds are listed; count on the stated rates, not on these rows.
